TLR9-MyD88 inh: blocks human TLR9 binding to MyD88. Q9NR96+Q99836. CHO BLA complementation TLR9-MyD88, CCF4 FRET ratio. inhibition, % at 4.98 µM. 0.21% of 340,000 active. AID 504734;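 active = inhibition above the mean over all tested compounds plus 3 SD, cut at about 21% in these data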;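 also: 0% = DMSO only wells and 100% = clavulanate BLA inhibitor control wells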
MC4R ag barr: human MC4R agonism via beta-arrestin; P32245; U2OS MC4R beta-arrestin complementation, luminescence; percent of melanotan II response, DMSO zero; activation, % at 8.9 µM; 0.98% of 360,000 active; AID 540308;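 active = activation above a per-plate cutoff, the mean activation of sample wells on that plate plus 3 SD, cut at about 8% in these data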
SRC2 inh: inhibits human steroid receptor coactivator 2. 0.17% of 370,000 active. HEK293 GAL4-SRC2 luciferase reporter, luminescence. inhibition, % at 9 µM. Q15596;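 active = inhibition above the mean inhibition of all tested compounds plus 3 SD, set per campaign, cut at about 52% in these data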;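 also: 0% = DMSO treated cells and 100% = cells given Gossypol at 36 µM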
Glyco luc inh: N-linked glycosylation inhibition; D54 ERlucT glycosylation luciferase reporter, 24 h; percent of 100 nM tunicamycin response; reporter increase, % at 12.5 µM; 0.23% of 360,000 active;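 active = mean luciferase reporter signal, scaled so untreated is 0 and the glycosylation-blocking control 100, at or above a set limit in every replicate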;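 also: luciferase carries N-glycosylation sites so blocking glycosylation raises the light; 0% = median of neutral control wells and 100% = median of 100 nM tunicamycin wells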
ABHD5 PLIN5 PPI: inhibitors of human ABHD5-perilipin-5 interaction | Q00G26+Q8WTS1 | Split G. princeps luciferase complementation, luminescence, 4 h | inhibition, % at 4 µM | 0.78% of 360,000 active | AID 602281;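 active = inhibition above the mean inhibition across every tested compound plus 3 SD, cut at about 22% in these data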;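 also: 0% = DMSO only wells and the 100% control is not disclosed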
Cardio protect: modulators protecting cardiomyocytes from myocardial damage | H9c2 cardiomyocytes, H2O2 injury protection, ATPLite, 2 h | protection from H2O2 cell death, % at 20 µM | 0.63% of 360,000 active | AID 588492;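 active = compounds giving at least 50% protection of heart cells from peroxide-induced death in the single-dose screen, raw or plate-pattern-corrected value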;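 also: 0% = DMSO wells with peroxide and 100% = DMSO wells without peroxide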
NOD2-RIPK2 inh: blocks binding of human NOD2 to RIPK2 | O43353 | CHO BLA complementation NOD2-RIPK2, CCF4 ratio | inhibition, % at 4.98 µM | 0.38% of 360,000 active; in the data active = inhibition above about 21%;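 also: 0% = vehicle only and 100% = reference blocker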
ABCB6 inh MLPCN: blocks the human ABCB6 transporter | 0.19% of 360,000 active | Q9NP58 | AID 602162 | fluorescence ratio to DMSO, % at 10 µM | K562-ABCB6 porphyrin accumulation, flow cytometry, 1 h; hits give low values;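 active = fluorescence ratio to DMSO below 75%, the collection mean minus 3 SD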;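 also: signal is porphyrin accumulated inside mitochondria; 100% equals median channel fluorescence of DMSO control wells; lower ratio means ABCB6 inhibition with less porphyrin fluorescence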
Target sequence (Q9NP58 whole entry, looked up): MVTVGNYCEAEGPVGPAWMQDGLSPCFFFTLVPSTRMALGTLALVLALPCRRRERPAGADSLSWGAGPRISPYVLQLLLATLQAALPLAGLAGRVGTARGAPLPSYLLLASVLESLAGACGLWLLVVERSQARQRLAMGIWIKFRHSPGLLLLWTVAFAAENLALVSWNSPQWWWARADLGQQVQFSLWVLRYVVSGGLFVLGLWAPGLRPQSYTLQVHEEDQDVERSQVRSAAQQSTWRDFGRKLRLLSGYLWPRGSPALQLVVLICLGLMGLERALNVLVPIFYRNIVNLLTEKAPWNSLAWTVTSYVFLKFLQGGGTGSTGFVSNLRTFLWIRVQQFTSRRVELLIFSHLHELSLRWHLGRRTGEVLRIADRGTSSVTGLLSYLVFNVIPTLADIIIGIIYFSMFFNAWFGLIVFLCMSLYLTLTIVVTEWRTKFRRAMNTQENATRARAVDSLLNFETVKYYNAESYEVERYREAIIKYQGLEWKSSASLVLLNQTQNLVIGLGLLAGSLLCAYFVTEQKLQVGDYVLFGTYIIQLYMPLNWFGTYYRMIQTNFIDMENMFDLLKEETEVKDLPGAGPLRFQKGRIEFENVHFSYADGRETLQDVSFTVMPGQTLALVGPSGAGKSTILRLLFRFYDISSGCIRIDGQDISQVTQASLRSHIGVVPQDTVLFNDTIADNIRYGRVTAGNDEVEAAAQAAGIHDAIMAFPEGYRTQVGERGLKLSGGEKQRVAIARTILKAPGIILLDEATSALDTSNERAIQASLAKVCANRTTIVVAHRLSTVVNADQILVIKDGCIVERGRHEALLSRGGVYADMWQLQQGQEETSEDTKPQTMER
m5-HT2A agonist: agonists of mouse serotonin 5-HT2A receptor (HTR2A); 0.66% of 360,000 active; CHO-K1 mHTR2A beta-arrestin complementation, luminescence; percent of 30 µM serotonin response; AID 624169; activation, % at 7.6 µM; P35363;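 active = activation above a run cutoff, the mean activation of all tested compounds plus 3 SD, cut at about 14% in these data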;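 also: 0% = plate median of compound wells and 100% = 30 µM serotonin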
MC4R antagonist: antagonists of human melanocortin 4 receptor (MC4R); MC4R-expressing cells, MTII-stimulated cAMP, LANCE TR-FRET; AID 540295; inhibition, % at 6.5 µM; 0.48% of 360,000 active; P32245;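 active = inhibition above its plate's cutoff, the mean of tested wells on that plate plus 3 SD, cut at about 29% in these data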;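 also: 0% = Melanotan II alone and 100% = Melanotan II plus saturating MCL0020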
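system = U2OS cells with stable human MC4R expression | also added = Melanotan II challenge after compound preincubation | dosing = one concentration, 6.5 µM nominal | incubation = compound 30 min, challenge 1 h, detection 1 h | measured by = TR-FRET with Eu-cAMP and labeled anti-cAMP, 671 nm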
* marks the source's active call; other numbers are inactive results; . = not tested or not shown. This is a subset; rates above refer to the full screens.

#	canonical_smiles	TLR9-MyD88 inh	MC4R ag barr	SRC2 inh	Glyco luc inh	ABHD5 PLIN5 PPI	Cardio protect	NOD2-RIPK2 inh	ABCB6 inh MLPCN	m5-HT2A agonist	MC4R antagonist
1	COc1ccc(/C(=C/c2ccc(OC(F)F)c(OC)c2)C(=O)O)cc1OC	-2	-1.7	-26	2	0	4	-9	95	-3	11
2	CC(C)CCN(C(=O)c1csnn1)C(C(=O)NC1CCCCC1)c1ccc(F)cc1 (centres undefined)	-4	0.4	-3	0	2	13	-2	93	-7	-1
3	Cc1ccc(S(=O)(=O)N(Cc2ccccc2)c2ccccc2C(=O)N2CCCCC2)cc1	-11	-0.6	-9	1	-4	-3	-3	94	8	23
4	Cc1ccc(NC(=S)NCc2ccc(Cl)cc2)c(C)c1	7	1.4	-4	-2	-9	-4	0	96	1	-8
5	Cc1cc(-c2nc(C)c(C(=O)NNC(=O)NC(C)C)s2)no1	9	-1.4	-13	1	5	4	-6	93	-15	1
6	Cn1cnc(S(=O)(=O)N2CCN(C(c3ccc(F)cc3)c3ccc(F)cc3)CC2)c1	-1	-1.2	-23	2	-2	4	2	96	-5	5
7	O=C(NCc1ccc(F)cc1)C1CCN(C(=O)Nc2ccc(F)cc2)CC1	7	-1.6	-1	-2	12	-3	-8	100	-6	8
8	COc1ccccc1Nc1nc(-c2cccc([N+](=O)[O-])c2)nc2ccccc12	3	2.2	7	0	16	-1	0	99	3	-10
9	COc1cccc(OC(=O)c2cc3ccccc3oc2=O)c1	-16	3.2	6	1	8	0	-5	120	0	6
10	O=C(COC(=O)CNC(=O)c1ccccc1)NC12CC3CC(CC(C3)C1)C2	0	-1.5	12	2	-11	-4	12	97	12	0
11	CCCC(=O)C1=C(O)C(C(=O)OC)C(C)(C)CC1=N (centres undefined)	3	-1.2	-6	1	-3	5	2	97	1	5
12	Cc1ccc(-c2nnc(-c3cc(C)on3)o2)cc1	2	-0.4	-54	-15	-8	-12	-13	103	5	8
13	O=S(=O)(Cc1ccco1)Cc1nc(-c2ccc(Cl)cc2)cs1	.	-0.3	5	-1	-3	-4	-6	96	-3	13
14	Cc1nnc(SCC(=O)NC(=O)NC(C)C)s1	-3	-0.2	0	1	-5	-6	-4	90	0	10
15	COc1ccc(CNC(=O)c2cnn3c(C(F)F)cc(C)nc23)cc1	2	-0.2	0	-1	-3	-1	-2	100	0	-2
16	CCN(C[C@H]1N[C@@](C)(C(=O)OC)[C@H]2C(=O)N(C)C(=O)[C@@H]12)S(=O)(=O)c1ccccc1	-4	0.5	-4	1	-2	-2	-1	106	9	11
17	CCOc1cc(/C=C2\NC(=O)NC2=O)ccc1OC(C)C(=O)O (centres undefined)	-9	-1.0	1	1	-3	1	-2	96	4	-22
18	CCCS(=O)(=O)NCCc1cc2ccc(C)cc2[nH]c1=O	-8	-0.6	-14	-2	-4	-5	-4	96	2	18
19	Cc1ccc(S(=O)(=O)N(C)c2ccc(OCC(=O)Nc3nc4c(ccc5ccccc54)s3)cc2)cc1	-13	-2.3	-20	-2	-9	-2	-5	95	-4	5
20	CCOc1ccc(-c2nnc(SCC(=O)NC(C)(C)C)nc2-c2ccc(OCC)c(OC)c2)cc1OC	2	0.6	-33	-2	2	-4	-8	81	5	6
21	Cc1nc2c(OCC(=O)C(C)(C)C)cccn2c1N(C)Cc1cccs1	.	-0.1	15	-3	-3	-3	5	97	-2	6
22	O=C(Cn1cnc2c(nnn2-c2ccccc2)c1=O)N1CCC(Cc2ccccc2)CC1	-2	12*	-2	-4	8	6	-10	91	-7	5
23	C=CCn1c(SC2CCOC2=O)nc2scc(C3CC3)c2c1=O (centres undefined)	4	-2.5	9	1	-6	1	-11	96	-2	5
24	O=C(NCc1cccnc1)c1ccccc1NS(=O)(=O)c1ccc(F)cc1F	-6	-0.8	0	0	-3	7	-7	95	4	22
25	C=CCNC(=O)C(=O)NCCCN1CCOCC1	1	-3.4	5	-1	3	-1	-2	102	4	11
26	CC(=O)NC(CCS(C)(=O)=O)C(=O)Nc1ccccc1C (centres undefined)	-3	-0.5	6	1	-5	-3	1	97	0	7
27	O=C(NC1CCN(C(=O)c2ccccc2Br)CC1)c1ccccc1	-7	0.5	-10	0	1	-3	-11	103	-3	-1
28	COc1ccc(NS(=O)(=O)c2ccc3oc(=S)[nH]c3c2)cc1	-2	2.5	-17	1	-3	0	-1	100	-1	15
29	NC(=O)C1CC=CCC1C(=O)OCC(Cl)=C(Cl)Cl (centres undefined)	4	-3.6	-5	-1	-6	2	-6	96	-1	1
30	CCCCN(CC)C(=O)CSc1nc2ccccc2c(=O)n1CC1COc2ccccc2O1 (centres undefined)	-2	-0.9	-15	-5	-7	17	7	96	-3	6
31	CC(=O)Nc1ccc(S(=O)(=O)N2CCN(C(=O)Cc3ccccc3)CC2)cc1	-2	-2.3	-7	0	5	-6	-9	90	17*	-1
32	CCOc1ccc(-c2c(C)n([O-])c3c([n+]2=O)CCCCC3)cc1	4	-1.3	4	0	0	1	-1	99	5	10
33	COc1ccc(C2=NS(=O)(=O)N(C)C(C(=O)N3CCCCC3)=C2)cc1OC	2	-0.1	-15	1	3	-4	1	95	-4	-1
34	COc1ccc(CC(=O)NCc2ccc3c(c2)cc(C)n3C)cc1OC	-2	-2.1	13	-4	3	18	9	98	1	-1
35	CC1=NOC(=O)/C1=C\c1ccc(-c2ccc(Br)cc2)o1	4	-5.2	7	16	38*	-34	5	98	-3	18
36	CCc1nc(NCCCN2CCOCC2)c2oc3ccccc3c2n1	8	-0.3	15	-1	4	4	5	101	5	7
37	Cc1ccc(NC(=O)C2CCN(C(=O)c3ccco3)CC2)cc1	-8	1.4	-5	-1	1	1	-22	102	-7	13
38	c1nc(NCc2ccc3c(c2)OCO3)c2cc(-c3ccoc3)ccc2n1	0	-0.7	27	-13	14	-3	7	95	-3	0
39	CCc1nc2ccc(C(=O)NCc3cccs3)cn2c1N(C)Cc1nccs1	.	0.5	-10	-5	-3	48*	-2	96	0	0
40	CCc1ncc(C)nc1CC	2	-1.0	0	1	0	-2	-2	85	7	4

11 entries out of the list, arranged by length of the SMILES, largest number first.
#	canonical_smiles	TLR9-MyD88 inh	MC4R ag barr	SRC2 inh	Glyco luc inh	ABHD5 PLIN5 PPI	Cardio protect	NOD2-RIPK2 inh	ABCB6 inh MLPCN	m5-HT2A agonist	MC4R antagonist
22	O=C(Cn1cnc2c(nnn2-c2ccccc2)c1=O)N1CCC(Cc2ccccc2)CC1	-2	12*	-2	-4	8	6	-10	91	-7	5
33	COc1ccc(C2=NS(=O)(=O)N(C)C(C(=O)N3CCCCC3)=C2)cc1OC	2	-0.1	-15	1	3	-4	1	95	-4	-1
30	CCCCN(CC)C(=O)CSc1nc2ccccc2c(=O)n1CC1COc2ccccc2O1 (centres undefined)	-2	-0.9	-15	-5	-7	17	7	96	-3	6
32	CCOc1ccc(-c2c(C)n([O-])c3c([n+]2=O)CCCCC3)cc1	4	-1.3	4	0	0	1	-1	99	5	10
38	c1nc(NCc2ccc3c(c2)OCO3)c2cc(-c3ccoc3)ccc2n1	0	-0.7	27	-13	14	-3	7	95	-3	0
28	COc1ccc(NS(=O)(=O)c2ccc3oc(=S)[nH]c3c2)cc1	-2	2.5	-17	1	-3	0	-1	100	-1	15
37	Cc1ccc(NC(=O)C2CCN(C(=O)c3ccco3)CC2)cc1	-8	1.4	-5	-1	1	1	-22	102	-7	13
23	C=CCn1c(SC2CCOC2=O)nc2scc(C3CC3)c2c1=O (centres undefined)	4	-2.5	9	1	-6	1	-11	96	-2	5
29	NC(=O)C1CC=CCC1C(=O)OCC(Cl)=C(Cl)Cl (centres undefined)	4	-3.6	-5	-1	-6	2	-6	96	-1	1
25	C=CCNC(=O)C(=O)NCCCN1CCOCC1	1	-3.4	5	-1	3	-1	-2	102	4	11
40	CCc1ncc(C)nc1CC	2	-1.0	0	1	0	-2	-2	85	7	4

Carrying on.
#	canonical_smiles	TLR9-MyD88 inh	MC4R ag barr	SRC2 inh	Glyco luc inh	ABHD5 PLIN5 PPI	Cardio protect	NOD2-RIPK2 inh	ABCB6 inh MLPCN	m5-HT2A agonist	MC4R antagonist
41	C=CCSc1nc2ccccc2n1Cc1nnc(-c2cccs2)o1	-6	-1.3	-19	-4	4	2	2	96	1	-2
42	COC(=O)/C(C#N)=C/c1c(Oc2cc(C)cc(C)c2)nc2c(C)cccn2c1=O	-3	-0.8	-17	3	-9	-11	-9	98	2	8
43	CC1CN(Cc2ccco2)C(=S)NC1=O (centres undefined)	1	-2.0	-9	2	3	-1	-8	100	9	2
44	CCCCNC(=O)CSc1nc2ccccc2c(=O)n1Cc1ccc2c(c1)OCO2	2	1.2	-15	0	3	-7	-11	99	2	4
45	Cc1cc(C)c2nc(-c3ccccc3)ccc2c1	.	.	-19	-2	-5	-7	-5	99	6	.
46	O=C(c1ccco1)N1CCN(C(=O)C2CC(c3ccc(Cl)cc3)=NO2)CC1 (centres undefined)	0	-0.7	8	-2	-1	-5	4	93	-1	0
47	Cc1cccc(COC[C@H](Cc2ccccc2)N2CCN(C(=O)c3cccc(Cl)c3)CCC2=O)c1	.	.	17	.	8	.	7	96	-4	.
48	COC(=O)C[C@@H]1C=C[C@@H](NC(C)=O)[C@@H](CO)O1	.	.	-4	.	-2	.	-3	.	-1	.
49	CC1CCC(C(C)C)C2=C1C(C#N)(C#N)C(C#N)(C#N)C(c1ccccc1)N2 (centres undefined)	-5	1.9	2	-1	-10	2	7	114	4	7
50	COCCn1c(SCC(=O)Nc2cc(C)cc(C)c2)nnc1C(C)C	5	-0.5	1	-1	4	0	-15	89	4	1
51	CS(=O)(=O)NN1C(=O)c2ccccc2NC1c1c[nH]c2ccccc12 (centres undefined)	2	-0.6	-27	0	1	34	4	314	2	3
52	Cc1ccccc1CC(=O)NC1CCN(C)CC1	-5	-0.5	-25	0	8	7	-3	89	-1	10
53	Nc1ccn(Cc2cccc(Cl)c2)n1	-4	0.3	15	0	-4	1	0	97	6	-1
54	COc1cc(CN2C[C@@H](CO)O[C@@H](n3cnc4c(NCc5ccc(F)cc5)ncnc43)C2)cc(OC)c1OC	.	-0.2	5	-1	4	7	-6	100	2	-1
55	COc1cc2c(c(OC)c1)C(c1ccncc1)CC(=O)N2 (centres undefined)	-6	-1.1	-23	2	3	-10	3	96	5	1
56	O=C(COc1ccc2c(c1)CCC2)N1CCN(c2ccc(F)cc2)CC1	12	0.9	7	.	-2	-3	4	105	-4	3
